Pol kappa inh = qHTS for Inhibitors of Polymerase Kappa; 0.53% of 400,000 active; Potency, µM (doses to about 107 µM), for the others: at the highest dose activity, negative = inhibition, usual class: inhibitors; purified Pol kappa, fluorescent DNA synthesis assay, 10 min; further: on the % scale 0 is the no-effect control and ±100 the full control effect
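Kinetic fluorescence readout at 0 and 10 min followed reaction start with substrate at 50 nM final. Beforehand, enzyme (10 nM Pol kappa) stood 15 min with compound at room temperature; buffer-only wells were negative controls.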
Pol iota inh = qHTS for Inhibitors of Polymerase Iota; Pol iota fluorescent replication assay, 10 min; AID 588590, 2011; 1% of 390,000 active; Potency, µM (top dose mostly 115 µM), for inactives: at the top dose activity, negative = inhibition, most hits filed as inhibitors; DNA polymerase iota (Homo sapiens), Q9UNA4
Target sequence (Q9UNA4 whole entry, looked up): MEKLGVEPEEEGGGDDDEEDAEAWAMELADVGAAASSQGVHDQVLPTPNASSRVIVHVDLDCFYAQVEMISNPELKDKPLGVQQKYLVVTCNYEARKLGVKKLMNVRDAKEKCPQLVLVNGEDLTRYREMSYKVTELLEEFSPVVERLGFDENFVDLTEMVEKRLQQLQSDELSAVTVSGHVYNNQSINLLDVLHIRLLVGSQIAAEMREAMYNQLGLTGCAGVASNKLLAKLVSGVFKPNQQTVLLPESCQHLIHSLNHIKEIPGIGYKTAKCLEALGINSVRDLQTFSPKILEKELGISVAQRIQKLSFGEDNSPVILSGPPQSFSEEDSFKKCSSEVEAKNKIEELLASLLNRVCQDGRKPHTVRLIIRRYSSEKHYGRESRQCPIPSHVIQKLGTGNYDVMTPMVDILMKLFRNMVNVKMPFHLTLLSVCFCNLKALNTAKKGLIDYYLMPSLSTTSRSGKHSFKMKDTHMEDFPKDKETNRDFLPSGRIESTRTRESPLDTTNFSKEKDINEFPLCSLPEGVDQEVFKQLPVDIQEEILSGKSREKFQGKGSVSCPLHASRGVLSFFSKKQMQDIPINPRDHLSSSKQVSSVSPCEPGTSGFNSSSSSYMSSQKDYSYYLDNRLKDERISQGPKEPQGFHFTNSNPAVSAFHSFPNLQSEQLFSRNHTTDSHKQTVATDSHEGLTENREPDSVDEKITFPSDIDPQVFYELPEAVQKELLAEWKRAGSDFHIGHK
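Pol iota at 10 nM preincubated 15 min with compounds at room temperature; reaction started with fluorescent substrate, 50 nM final. Fluorescence read kinetically at 0 and 10 min; buffer-only wells as negative control.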
Pol eta inh = qHTS for Inhibitors of Polymerase Eta; 1.2% of 390,000 active; DNA polymerase eta (Homo sapiens), Q9Y253; Potency, µM (doses to about 114 µM), without a hit: at the top dose activity change, negative = inhibition, hits mostly inhibitors; recombinant Pol eta, fluorescent DNA replication assay; further: on the % scale 0 is the no-effect control and ±100 the full control effect
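Pol eta (10 nM) was preincubated with compounds for 15 min at room temperature, after which fluorescent replication substrate (50 nM final) was added to start the reaction. Fluorescence was read kinetically at 0 and 10 min.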
G9a block = qHTS Assay for Inhibitors of Histone Lysine Methyltransferase G9a; Histone-lysine N-methyltransferase EHMT2 (Homo sapiens), Q96KQ7; G9a H3K9 monomethylation, AlphaScreen, 2 h; Potency, µM (titrated, usually from 102 µM), without a hit: at the top dose activity, negative = inhibition, usual class: inhibitors; 8.8% of 350,000 active; AID 504332, 2011; further: on the % scale 0 is the no-effect control and ±100 the full control effect; nearly all actives have a fitted effect of over 75% in size
Target sequence (Q96KQ7 913-1193 limits assumed): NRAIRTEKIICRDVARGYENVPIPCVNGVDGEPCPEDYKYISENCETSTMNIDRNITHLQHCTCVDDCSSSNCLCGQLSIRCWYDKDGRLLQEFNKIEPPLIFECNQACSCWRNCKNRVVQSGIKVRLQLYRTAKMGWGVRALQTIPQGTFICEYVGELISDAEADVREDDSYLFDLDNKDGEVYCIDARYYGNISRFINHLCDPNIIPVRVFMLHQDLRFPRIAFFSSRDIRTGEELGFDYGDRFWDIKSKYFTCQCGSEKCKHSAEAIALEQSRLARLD
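Using a bead-based AlphaScreen, monomethylated H3K9 product from 2 h room-temperature reactions (G9a 20 nM, peptide 500 nM, SAM 20 uM) was detected with 0.5 ug/mL rabbit anti-H3K9me1 antibody.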
BLM inh = qHTS Assay for Inhibitors of Bloom's syndrome helicase (BLM) | 0.2% of 350,000 active | Potency, µM (doses to about 56.1 µM), inactives show top-dose activity change, negative = inhibition, hits mostly inhibitors | recombinant BLM DNA unwinding, fluorescence dequenching | RecQ-like DNA helicase BLM (Homo sapiens), P54132;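 further: plate controls were vehicle for no effect and no enzyme for full effect; nearly all actives have a fitted effect of over 35% in size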
Pol beta inh = qHTS Assay for Inhibitors of DNA Polymerase Beta; P06746; Pol beta primer extension/strand displacement, fluorescence kinetic; Potency, µM (highest dose often 114 µM), for inactives: at the highest dose activity change, negative = inhibition, usual class: inhibitors; 1.3% of 340,000 active; AID 485314, 2010; further: on the % scale 0 is the no-effect control and ±100 the full control effect
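10 nM enzyme + cpd, 15 min RT; start with substrate 50 nM final; read 0 min and after 10 min RT. Corrected, normalized data; 4-parameter Hill curve fit.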
JMJD2A Tudor = qHTS Assay for Inhibitors of JMJD2A-Tudor Domain; AID 504339, 2011; 4.4% of 390,000 active; AlphaScreen JMJD2A-Tudor / H3K4me3 peptide binding; Potency, µM (series often up to 114 µM), without a hit: at the highest dose activity change, negative = inhibition, hits mostly inhibitors; further: on the % scale 0 is the no-effect control and ±100 the full control effect; nearly all actives have a fitted effect of over 50% in size
BAZ2B inh = qHTS Assay for Inhibitors of BAZ2B; Bromodomain adjacent to zinc finger domain protein 2B (Homo sapiens), Q9UIF8; AlphaScreen BAZ2B-H3K14Ac peptide displacement; Potency, µM (titrated, usually from 114 µM), for inactives: at the highest dose activity change, negative = inhibition, most hits filed as inhibitors; 4.4% of 360,000 active; AID 504333, 2011; further: on the % scale 0 is the no-effect control and ±100 the full control effect; nearly all actives have a fitted effect of over 60% in size
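Protein-peptide AlphaScreen: BAZ2B 50 nM, b-H3K14Ac 50 nM, 1x PBS pH 7.4 + 0.01% Tween-20. Preincubation 30 min RT; cpd 30 min RT (top 110 uM); beads 20 min RT, light-protected.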
APEX1 inh = qHTS Assay for Inhibitors of the Human Apurinic/apyrimidinic Endonuclease 1 (APE1); DNA repair nuclease/redox regulator APEX1 (Homo sapiens), P27695; recombinant APE1, TAMRA/BHQ-2 abasic DNA cleavage fluorescence; Potency, µM (top dose mostly 65.8 µM), without a hit: top-dose activity change, negative = inhibition, actives largely listed as inhibitors; 0.35% of 350,000 active;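 further: plate controls were vehicle for no effect and reference inhibitor for full effect; nearly all actives have a fitted effect of over 55% in size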
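Endonuclease cleavage of a quenched abasic-site DNA duplex (50 nM) by APE1 (0.75 nM) was tracked by TAMRA dequenching. Compounds were preincubated with enzyme 15 min at room temperature; data normalized to buffer-only and DMSO wells plus NSC13755 control.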
* hit, by the source's call; ? = inconclusive; . = not tested or not shown; [ ] = another dose, or the depositor's remark. The call rests on the fitted dose curve; in most records, active means well fitted curve in the direction sought with a large enough effect; inconclusive means small, poorly fitted or top-dose-only effect, or another doubt; inactive means no such curve, though single readings can be large; an effect the other way counts as inactive or inconclusive. Potency means the concentration at half of the fitted maximal effect. An excerpt; the hit share may differ from the screen's.

smiles | Pol kappa inh | Pol iota inh | Pol eta inh | G9a block | BLM inh | Pol beta inh | JMJD2A Tudor | BAZ2B inh | APEX1 inh
CCOC(=O)C1CCN(C(=O)c2cn(CCOC)c(=O)c3c2c2ccccc2n3C)CC1 | -1% | 10% | 1% | -25% | 0% | 15% | -19% | -5% | -8%
Cn1c(CN2CCN(c3cccc(Cl)c3)CC2)nc2ccccc21 | -17% | 10% | -12% | -25%[59 µM] | -4% | -4% | -34% | -29% | 0%
Cc1cc(C(=O)c2cccs2)c(N)s1 | -9% | -13% | -9% | 40µM* | -11% | 22% | ? | -55% | -2%
Cc1ccc(C(=O)N/C(=C\c2ccc(-c3cccc([N+](=O)[O-])c3)o2)C(=O)NC(C)(C)C)cc1 | 2% | 17% | -2% | ? | 1% | -15% | -14% | -28% | -4%
O=C(CC1(c2ccc(Cl)cc2)C2CC3CC(C2)CC1C3)NCCO (stereo unspecified) | 6% | 113%[activator] | -21% | 13% | -8% | 25% | -13% | -1% | -4%
CCOc1ccccc1CNCc1c(C(=O)O)c(C)n(Cc2ccc(C)cc2)c1C | -6% | 48%[activator] | -12% | -2%[59 µM] | 1% | -3% | -13% | -16% | .
Cc1cccc(CNC(=O)c2cc3cc(S(=O)(=O)N4CCCCC4)ccc3n2C)c1 | -3%[60.1 µM] | 15% | -4% | 14%[59 µM] | -6% | -9% | -10% | 5% | .
Cc1cccc(N2CCN(C(=O)CCc3c(C)nc4c(c3C)c(=O)n(C)c(=O)n4C)CC2)c1C | -7% | 9% | -3% | -22%[59 µM] | 0% | 27% | -10% | -6% | .
COc1ccc(-c2nnc(N3CCC(C)CC3)c3ccccc23)cc1 | -11% | -4% | -13% | -10% | -4% | 34% | -5% | 6% | -2%
O=S1(=O)N=C(Nc2nncs2)c2ccccc21 | -9% | -7% | 6% | 2µM* | -5% | 25% | ? | 56µM* | -3%
COc1nc(NCc2ccco2)nc(N2CCC(C)CC2)n1 | 0% | 8% | -19% | ? | -8% | 3% | -22% | ? | 1%
COC(=O)c1c(NC(=O)c2ccc(C(C)(C)C)cc2)sc2c1CCC(C)C2 (stereo unspecified) | 9% | 15% | -12% | 13%[59 µM] | -4% | 7% | 10% | 18% | .
O=C(C1CCC(CNc2c(N3CCCCC3)c(=O)c2=O)CC1)N1CCCCC1 (stereo unspecified) | 16% | -2% | -14% | 23% | 1% | 10% | -11% | 2% | -2%
COCCN1CCN(C(=O)C2CCC(=O)N(Cc3cccc(C(F)(F)F)c3)C2)CC1 (stereo unspecified) | -8% | -5% | -12% | 12% | 1% | -27% | 1% | -2% | -25%
CC1(C)Cc2noc(N)c2C(C)(C)N1OC(=O)c1cccs1 | -6% | 5% | 6% | 26%[59 µM] | 4% | 1% | -20% | 10% | -2%
COc1ccc(NC(C)=O)cc1S(=O)(=O)N1CC=C(c2ccccc2)CC1 | -13% | -46% | -21% | . | . | . | -12% | . | -14%
CCOc1cc(/C=C2\SC(N3CCCCC3)=NC2=O)ccc1O | -18% | 21% | -10% | 0% | -3% | 1% | -4% | 5% | 0%
CN1CCN(c2ccc3c(c2)C2CC3CCN2C(=O)OCc2ccccc2)CC1 (stereo unspecified) | 3% | 22% | -16% | . | . | . | ? | . | .
COc1ccccc1NC(=O)CSc1nnc(NC(=O)Nc2ccc(C)cc2)s1 | -6%[60.1 µM] | -14% | 1% | ? | 1% | -6% | -15% | -3% | .
COC(=O)c1ccc(N)nc1 | -2% | 35%[activator] | -1% | . | -2% | 54% | -3% | -3% | 3%
CSc1ccc(CCNC(=O)c2cc(C)nn2-c2ccccc2)cc1 | 14% | 2% | -13% | 14% | 0% | 1% | -3% | -4% | 1%
CCN(CC)C(=O)[C@H]1C[C@H](CC(=O)NCCCN(C)C)C(=O)N2CCc3c([nH]c4cc(CCC(=O)N(C)C)ccc34)[C@]12C | -2% | 31%[activator] | -11% | . | . | . | -16% | . | 12%
O=C(Cc1ccc(S(=O)(=O)N2CCCC2)s1)Nc1cccc([N+](=O)[O-])c1 | -3% | -10% | -3% | . | . | . | ? | . | 17%
Cc1[nH]c2ccccc2c1C(=O)C(=O)NC1CC(=O)N(c2ccccc2)C1 (stereo unspecified) | 0%[60.1 µM] | -13% | -10% | -3%[59 µM] | 0% | -1% | 3% | 6% | .
Cc1ccccc1NCc1nc2ccccc2n1C | -17% | -1% | 0% | 8% | -1% | 17% | -21% | -27% | 13%
O=C(NC1(C(F)(F)F)C(=O)Nc2c1c(=O)[nH]c(=O)n2-c1ccccc1)c1ccccc1 (stereo unspecified) | -22% | 12% | -4% | -35%[59 µM] | 0% | 25% | -5% | -1% | .
CCc1ccc(-n2c(=O)c3sc4ccccc4c3n(CC(=O)NC3CCCC3)c2=O)cc1 | 1% | 29% | -9% | -3%[59 µM] | -5% | 2% | -6% | -14% | .
CC(C)CN(C(=O)COC(=O)CCN1C(=O)c2ccccc2C1=O)C1CCS(=O)(=O)C1 (stereo unspecified) | -2% | 40%[activator] | -16% | 11% | -2% | 2% | 0% | 3% | 2%
O=C(NC(=S)Nc1ccccc1C(F)(F)F)c1ccccc1F | 1% | 17% | -15% | -33% | -5% | 6% | -7% | -30% | 3%
CSc1ccc(S(=O)(=O)NCC(=O)OCCOc2ccccc2)cc1[N+](=O)[O-] | -6% | -8% | -19% | 12%[0.501 µM] | . | . | -26% | -1% | -24%
CCOC(=O)C1CCN(C(=O)Cc2ccc(C)cc2)CC1 | -1% | -27% | -3% | -9% | 0% | 40% | 4% | 6% | 1%
CC(C)CN(C(=O)COC(=O)CN1C(=O)c2ccccc2C1=O)c1c(N)n(Cc2ccccc2)c(=O)[nH]c1=O | -11% | ? | -10% | ? | . | . | 3% | 4% | 3%
CCNC(=O)COc1ccc(/C=C2\COc3ccccc3C2=O)cc1OC | -6% | ? | -14% | 40µM* | 1% | 3% | -26% | -9% | 7%
COC(=O)c1sccc1S(=O)(=O)N(CC(=O)NCc1ccccc1)c1ccc(C)c(C)c1 | -16% | 7% | -2% | 23%[59 µM] | -1% | 25% | -8% | -2% | .
CCC(C)NC(=O)C1CCN(c2nc(OC)nc(OC)n2)CC1 (stereo unspecified) | -8% | 8% | 2% | 17%[59 µM] | 3% | 15% | -11% | -2% | 13%
Cc1cc(Br)cc(C=Nc2ccc(N3CCOCC3)cc2)c1O | -4% | 42%[activator] | -14% | . | . | . | -11% | . | .

Four entries out of the list above, ordered by their value in JMJD2A Tudor, descending:
SMILES,Pol kappa inh,Pol iota inh,Pol eta inh,G9a block,BLM inh,JMJD2A Tudor,BAZ2B inh
CCOC(=O)C1CCN(C(=O)Cc2ccc(C)cc2)CC1,-1%,-27%,-3%,-9%,0%,4%,6%
CC(C)CN(C(=O)COC(=O)CCN1C(=O)c2ccccc2C1=O)C1CCS(=O)(=O)C1 (stereo unspecified),-2%,40%[activator],-16%,11%,-2%,0%,3%
O=C(NC(=S)Nc1ccccc1C(F)(F)F)c1ccccc1F,1%,17%,-15%,-33%,-5%,-7%,-30%
CCNC(=O)COc1ccc(/C=C2\COc3ccccc3C2=O)cc1OC,-6%,?,-14%,40µM*,1%,-26%,-9%

New compounds follow:
smiles | Pol kappa inh | Pol iota inh | Pol eta inh | G9a block | BLM inh | Pol beta inh | JMJD2A Tudor | BAZ2B inh | APEX1 inh
CNS(=O)(=O)c1cc2c3c(cccc3c1)C(=O)NC2=O | -2% | 2% | 4% | -28% | -7% | 3% | -8% | -1% | -3%
Cn1c(SCC(=O)Nc2ccc3[nH]c(=O)[nH]c3c2)nnc1-c1ccc(F)cc1 | -13% | -5% | -10% | ? | -9% | -17% | -6% | -13% | -3%
O=S(=O)(c1ccccc1)c1nnn2c1nc(NC1CCCCC1)c1sccc12 | -3% | 5% | -2% | -6%[59 µM] | -4% | 12% | -13% | -38% | .
Cc1cccc(CN2CCC(CNC(=O)Cn3ncc4c([nH]c5ccc(C)cc54)c3=O)CC2)c1 | -38% | 5% | -17% | -18%[59 µM] | 1% | 1% | -11% | 0%[57.1 µM] | .
CCOc1ccc(C(=O)NC(=S)NCc2cccnc2)cc1 | -12% | 8% | -16% | 1µM* | -3% | 25% | -4% | -8% | 1%
O=c1cc(O)c(-c2cccc(C(F)(F)F)c2)c(Cl)[nH]1 | -24% | -7% | 0% | -23% | 1% | 0% | -15% | -10% | -3%
O=C(COC(=O)c1ccc(Br)o1)Nc1ncc([N+](=O)[O-])s1 | 79µM* | 22µM* | 3.2µM* | 3.2µM* | . | . | ? | ? | 7%
CCOC(=O)C1(C(C)C)Oc2ccccc2C(c2ccc(OC)cc2)=C1C(=O)OC (stereo unspecified) | -21%[60.1 µM] | . | . | -8%[59 µM] | -7%[75.6 µM] | . | . | . | -6%
CCOc1ccc(N2C(=O)C(CC(=O)Nc3ccc(F)cc3)N(Cc3ccccn3)C2=S)cc1 (stereo unspecified) | -13% | -5% | -18% | 7%[59 µM] | -9% | 3% | -10% | ? | 9%
O=C(COC(=O)CCN1C(=O)C2CC=CCC2C1=O)NCCc1ccccc1 (stereo unspecified) | -8% | 2% | -5% | . | -2% | 1% | -7% | -5% | 7%
COC(=O)N/N=C/c1cn(CC(C)COc2ccccc2)c2ccccc12 (stereo unspecified) | -18% | -10% | -18% | ? | -11% | -26% | ? | -38% | -6%
Cn1c(=O)c2c(nc(SCc3ccccn3)n2C)n(C)c1=O | . | . | . | 4% | 0% | 2% | . | -4% | -3%
COc1ccc(-n2nc3c(c2NC(=O)C(=O)NCc2ccccc2)CSC3)cc1 | 0%[60.1 µM] | -6% | 8% | 31%[59 µM] | -5% | 2% | -8% | 1% | .
